SIAE primary: human SIAE inhibition, primary screen; SIAE FP-Rh probe binding, fluorescence polarization; inhibition, % at 9.66 µM; hit rate 0.69% among 370,000; AID 1053197;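 active = inhibition above a cutoff: mean of compounds within the control limits plus 3 SD of those, cut at about 17% in these data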;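 also: 0% = plate median of compound wells and 100% = probe without SIAE protein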
ARFGAP1 inh: inhibitors of rat ARFGAP1 | Arfgap1-stimulated ARF1 GTP hydrolysis, GDP FP detection | inhibition, % at 16.5 µM | hit rate 0.26% among 360,000 | AID 651572;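 active = inhibition above a per-plate limit, mean inhibition of low control wells plus 3 SD, cut at about 25% in these data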;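 also: 0% = DMSO wells with enzyme and 100% = wells lacking Arfgap1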
Target sequence (Q62848 1-136 limits assumed): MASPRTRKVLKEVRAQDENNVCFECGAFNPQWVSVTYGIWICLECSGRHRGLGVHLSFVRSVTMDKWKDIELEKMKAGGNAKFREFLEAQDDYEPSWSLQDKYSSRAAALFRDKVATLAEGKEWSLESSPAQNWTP
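System: truncated rat Arfgap1 GAP domain / Medium: HEPES-based buffer, pH 7.5 / Also added: N-terminally truncated human ARF1-GTP substrate / Incubation: enzyme reaction 120 min at 25 °C after 20 min preincubation / Measured by: FP of antibody-bound GDP Alexa 633 tracer, ex 620/em 688 nm / Replicates: singlicate, each compound tested once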
Tn6 DDE FP: DD(E)-Tn6 binding inhibition, primary FP screen; inhibition, % at 8.3 µM; Fibrin DD(E) TRITC-Tn6 fluorescence polarization displacement; hit rate 0.21% among 370,000; AID 720509; P02675;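 active = inhibition above a per-campaign cutoff: mean of compounds within control limits plus 3 SD, cut at about 15% in these data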;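 also: 0% = median of all compound wells on the plate and 100% = blocking peptide control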
Target sequence (P02675 whole entry, looked up): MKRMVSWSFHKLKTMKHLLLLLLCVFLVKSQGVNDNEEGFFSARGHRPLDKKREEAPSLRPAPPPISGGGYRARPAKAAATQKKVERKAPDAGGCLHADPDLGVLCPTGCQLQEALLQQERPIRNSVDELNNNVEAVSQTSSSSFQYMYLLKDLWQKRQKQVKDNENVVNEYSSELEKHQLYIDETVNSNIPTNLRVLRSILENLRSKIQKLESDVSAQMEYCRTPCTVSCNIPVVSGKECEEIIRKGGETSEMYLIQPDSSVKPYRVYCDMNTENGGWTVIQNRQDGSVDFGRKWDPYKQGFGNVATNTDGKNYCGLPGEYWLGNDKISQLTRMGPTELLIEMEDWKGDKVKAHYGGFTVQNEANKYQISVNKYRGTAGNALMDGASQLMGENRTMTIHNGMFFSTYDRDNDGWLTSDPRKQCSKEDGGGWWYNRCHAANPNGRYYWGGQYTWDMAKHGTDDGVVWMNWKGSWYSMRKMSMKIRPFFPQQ
ADAM10 inh: ADAM10 inhibition, QFRET primary screen | O14672 | recombinant ADAM10, EDANS/DABCYL FRET peptide cleavage, 3 h | inhibition, % at 7 µM | hit rate 0.62% among 370,000;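 active = inhibition above a per-campaign cutoff equal to the mean of compounds falling between control-based bounds plus 3 SD, cut at about 20% in these data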;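 also: 0% = DMSO wells while the 100% control is not disclosed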
PLCg1 inh: PLC-gamma1 (human) inhibition, primary screen. inhibition, % at 12.2 µM. AID 720700. purified PLC-gamma1, fluorogenic substrate, fluorescence. hit rate 0.84% among 370,000; in the data active = inhibition above about 9.5%
ASAP1 inh: ASAP1 ArfGAP inhibition. ASAP1-stimulated ARF1 GTP hydrolysis, GDP FP detection. inhibition, % at 16.5 µM. hit rate 0.19% among 360,000. AID 624377; in the data active = inhibition above about 25%;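 also: 0% = vehicle with enzyme and substrate and 100% = no enzyme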
PLCb3 inh: inhibitors of human phospholipase C beta3 | hit rate 0.18% among 370,000 | inhibition, % at 12.2 µM | Purified PLC-beta3, fluorogenic substrate, fluorescence; in the data active = inhibition above about 11%;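 also: 0% = median of compound wells on plate and 100% = full blocker control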
TDP2 inh: TDP2 (human) inhibition, absorbance primary screen; O95551; recombinant TDP2, T5PNP hydrolysis, p-nitrophenol absorbance 415 nm; inhibition, % at 12.8 µM; hit rate 0.34% among 370,000;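 active = inhibition above the mean of all tested compounds plus 3 SD, set per campaign, cut at about 25% in these data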;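 also: 0% = DMSO with enzyme and 100% = buffer with substrate but no TDP2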
Target sequence (O95551 whole entry, looked up): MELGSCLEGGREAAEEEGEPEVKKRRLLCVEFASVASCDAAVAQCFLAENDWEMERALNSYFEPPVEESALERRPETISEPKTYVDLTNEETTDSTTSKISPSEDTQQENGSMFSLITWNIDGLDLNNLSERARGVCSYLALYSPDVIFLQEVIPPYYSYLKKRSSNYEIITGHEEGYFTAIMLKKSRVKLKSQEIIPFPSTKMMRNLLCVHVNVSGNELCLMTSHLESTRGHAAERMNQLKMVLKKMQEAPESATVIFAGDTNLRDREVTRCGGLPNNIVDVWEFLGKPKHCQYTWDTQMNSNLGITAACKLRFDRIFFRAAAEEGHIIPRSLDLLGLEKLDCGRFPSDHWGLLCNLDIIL
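Evaluation: % inhibition relative to enzyme-containing and enzyme-free wells. Material: recombinant human TDP2. Benchmarks: enzyme-free and DMSO wells. Timing: enzyme reaction with compound for 2 h at 37 °C. Compound dosing: 12.8 µM only. Measured by: p-Nitrophenol epi absorbance. Reagent: T5PNP substrate at 5 mM, a TopII-DNA adduct mimic. Replication: single well per compound.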
Tn7 DDE FP: inhibitors of Tn7 peptide binding to human fibrin DD(E) | hit rate 0.13% among 370,000 | AID 720508 | FP displacement of FITC-Tn7 peptide from fibrin DD(E); 0% = median of compound wells per plate | P02675 | inhibition, % at 8.3 µM;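 active = inhibition above the mean of compounds falling within the control limits plus 3 SD of them, cut at about 14% in these data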;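 also: 0% = plate median of compound wells and 100% = 10 µM Aha-Tn7 peptide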
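System: human fibrin DD(E); quantity: Fibrin-DD(E) at 2 µM final; also added: fluorescent Tn7 probe at 0.1 µM; compound dosing: single nominal test concentration of 8.3 µM per compound; schedule: 10 min preincubation, 3 h with tracer, room temperature; detection: fluorescence polarization of the labelled Tn7 tracer; repeats: one replicate per compound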
ADAM17 inh: inhibitors of human ADAM17; AID 720648; inhibition, % at 6.95 µM; P78536; recombinant ADAM17, EDANS/DABCYL FRET peptide cleavage; hit rate 0.83% among 370,000;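 active = inhibition above the mean of compounds lying between control limits plus 3 SD, set per campaign, cut at about 8.5% in these data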;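 also: 0% = DMSO-only wells as the low control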
An asterisk follows results filed as active; i = inactive.

Structure | SIAE primary | ARFGAP1 inh | Tn6 DDE FP | ADAM10 inh | PLCg1 inh | ASAP1 inh | PLCb3 inh | TDP2 inh | Tn7 DDE FP | ADAM17 inh
CC(=O)Nc1ccc(NC(=O)c2oc3cc(C)c(C)cc3c2C)cc1 | 3 | -6 | 11 | -105 | -14 | 1 | -17 | 3 | -3 | -22
Fc1ccccc1CSc1nnc(-c2cccnc2)o1 | -5 | 9 | -3 | -9 | -2 | -5 | -1 | 4 | -2 | -3
COc1cc(C(=O)NC2CCN(Cc3nnnn3Cc3cccs3)CC2)cc(OC)c1OC | 1 | 2 | 2 | 0 | 5 | 14 | 2 | 7 | -2 | 0
O=C(N/N=C\c1ccc(-c2cccc(Cl)c2)o1)C(=O)NC1CCCC1 | -1 | 8 | -6 | -9 | -3 | -14 | -3 | -1 | -8 | -1
CCc1ccc(C(=O)NNC(=O)CN2C(=O)NC3(CCCC3)C2=O)cc1 | -1 | -7 | 2 | -4 | -1 | -5 | -2 | 4 | 2 | -2
CC(C(=O)Nc1ccccc1)N1CCN(c2ccccn2)CC1 (stereo not drawn) | 2 | -6 | 6 | -9 | 2 | 5 | -6 | 3 | -1 | -2
COc1ccccc1N(CC(O)CN1C(=O)NC(C)(C)C1=O)S(=O)(=O)c1ccc(C)cc1 (stereo not drawn) | 1 | -4 | -2 | 0 | 1 | -4 | 1 | 0 | 4 | -4
O=C(Cn1cc(CCO)nn1)N1CCNCC1 | -5 | -5 | -5 | 2 | 4 | 5 | -4 | -4 | 1 | 1
CN(C)S(=O)(=O)c1ccc(Cl)c(NC(=O)COC(=O)c2cc(-c3ccccc3)nc3ccccc23)c1 | -38 | -3 | -4 | -10 | -1 | 0 | 2 | 7 | -3 | 0
N#Cc1ccc(C(=O)NCCCSc2ccccc2)cc1 | 0 | -6 | 4 | -4 | -1 | 6 | -6 | -6 | 1 | -2
COc1cc2c(cc1OC)C(c1cc3cc(C)ccc3[nH]c1=O)N(C(=O)c1ccco1)CC2 (stereo not drawn) | -4 | 1 | -8 | 2 | -2 | -4 | -6 | -5 | 4 | -2
Cc1ccccc1NS(=O)(=O)c1cc(C(=O)NCCSC2CCCCC2)ccc1C | -18 | -1 | -5 | 18 | 4 | -1 | 3 | -14 | -6 | 6
O=c1oc2ccccc2c(Nc2ccc(Cl)cc2)c1[N+](=O)[O-] | -2 | 1 | -6 | -3 | 1 | 6 | -4 | 3 | -3 | -5
Cc1csc(NC(=O)CSc2nc3[nH]ncc3c(=O)[nH]2)n1 | 0 | 16 | 4 | -1 | 0 | -2 | 3 | 2 | 2 | 1
Cc1cc(NC(=O)CS(=O)(=O)c2cn(Cc3cccc(Cl)c3)c3ccccc23)no1 | -6 | -12 | 0 | 20* | 0 | -18 | -1 | -3 | 0 | 11*
Cc1ccc(NC(=S)N2CCN(S(C)(=O)=O)CC2)cc1Cl | 5 | 13 | 6 | 9 | 4 | 5 | -6 | -4 | 3 | 1
N#C/C=C\Oc1ccc(Cl)cc1N | -1 | 10 | 7 | -5 | -4 | 1 | -6 | 11 | -4 | -4
Cc1cc(Nc2ccc(N3CCOCC3)cc2)c2cccc(C)c2n1 | 3 | 8 | 2 | 2 | 2 | 7 | -2 | -7 | -3 | 0
N#Cc1ccc(S(=O)(=O)NCC(=O)OCC(=O)NCCc2ccccc2)cc1 | 2 | 3 | -8 | 8 | -1 | 0 | -8 | 6 | 0 | -7
O=C(CSC1=NS(=O)(=O)c2cc(Cl)ccc2N1)Nc1cccc(F)c1 | -5 | 4 | 4 | 16 | 1 | 1 | -7 | 1 | 5 | 3

The last two records of the section above come first, to join the parts:
Structure | SIAE primary | ARFGAP1 inh | Tn6 DDE FP | ADAM10 inh | PLCg1 inh | ASAP1 inh | PLCb3 inh | TDP2 inh | Tn7 DDE FP | ADAM17 inh
N#Cc1ccc(S(=O)(=O)NCC(=O)OCC(=O)NCCc2ccccc2)cc1 | 2 | 3 | -8 | 8 | -1 | 0 | -8 | 6 | 0 | -7
O=C(CSC1=NS(=O)(=O)c2cc(Cl)ccc2N1)Nc1cccc(F)c1 | -5 | 4 | 4 | 16 | 1 | 1 | -7 | 1 | 5 | 3
O=C(COC(=O)c1ccc(Cl)c(S(=O)(=O)NCc2ccccc2)c1)NC1CC1 | -7 | 5 | -4 | 5 | 1 | 1 | -2 | 5 | -1 | 1
CN(C(=O)CSc1nc(-c2ccccc2)c(-c2ccccc2)o1)C1CCS(=O)(=O)C1 (stereo not drawn) | -9 | -1 | -3 | -3 | -2 | -3 | -4 | -4 | 5 | -6
COc1ccc(C(C)(C)C)cc1NC(=O)COC(=O)c1ncc(Cl)c(Cl)c1Cl | 2 | -10 | 7 | 1 | 1 | 5 | -1 | 3 | 7 | 1
O=c1c2c3c(sc2n2c(=S)[nH]nc2n1-c1ccccc1)CCC3 | 7 | -1 | -2 | -1 | -1 | 0 | 0 | -6 | -3 | -4
Cc1ccc(S(=O)(=O)N2CCCC(C(=O)NCc3ccccn3)C2)cc1 (stereo not drawn) | -1 | -4 | 2 | 0 | 7 | -8 | 2 | 3 | 6 | -1
Cn1c(N)c(C(=O)COC(=O)CCc2nc3ccccc3s2)c(=O)n(C)c1=O | 2 | 4 | 6 | -4 | -2 | 31* | 1 | -3 | 7 | -4
S=C(Nc1ccc(Cl)cc1)NC1CCN(Cc2ccccc2)CC1 | 1 | -3 | 0 | 3 | 3 | 5 | -12 | 12 | 3 | 2
CC(=O)Nc1ccc(NC(=O)CSc2ccc(-c3ccc(-n4ccnc4)cc3)nn2)cc1 | -1 | 25* | 2 | -1 | -1 | 66* | 3 | -1 | 5 | -2
O=C(Nc1cccc(Cl)c1)Nc1nnc(-c2ccncc2)s1 | -11 | 15 | -7 | -162 | -11 | 9 | -12 | 3 | -5 | -50
CC(C)Cc1cc(C(=O)N2CCN(c3ccc(F)cc3)CC2)no1 | -4 | -6 | -6 | 2 | -1 | -8 | -160 | -10 | 2 | 1
CCCn1nnc(NC(=O)C(C)C)n1 | 1 | 0 | -9 | 5 | 1 | -14 | -6 | 8 | 7 | -6
Cc1cc(=O)[nH]c(N/N=C/CCc2ccccc2)n1 | 4 | 9 | -3 | -4 | -3 | -20 | -3 | 3 | 0 | -1
O=C(Nc1nc(-c2ccccn2)cs1)c1ccc(-c2ccccc2F)o1 | -20 | 9 | -5 | -77 | -158 | 7 | -200 | -19 | 1 | -11
CC12CCC(=O)C=C1CCCC2=O (stereo not drawn) | 0 | 2 | 0 | -5 | -1 | 5 | -2 | -8 | -3 | -5
Cc1cccc(CN2CCC(n3nccc3NC(=O)CCCc3ccccc3)CC2)n1 | 5 | 15 | -3 | -9 | 9 | -6 | -5 | -17 | -1 | -1
COc1cccc(CC(NC(C)=O)C(=O)NC2CCN(C(=O)NCc3ccccc3)CC2)c1 (stereo not drawn) | 3 | -5 | 6 | -1 | 4 | -3 | 0 | -8 | 2 | -4
COc1cc(NS(=O)(=O)c2ccc(C)cc2)ccc1-n1cnnn1 | 2 | 5 | -5 | 3 | -2 | 3 | 0 | -3 | 2 | -4
CN(C)S(=O)(=O)n1cnc(C(CCO)c2ncn(S(=O)(=O)N(C)C)c2CCCO)c1 (stereo not drawn) | 0 | -7 | 6 | 2 | -2 | -5 | 2 | 5 | 2 | -3
CCN(CC)S(=O)(=O)c1cc(NS(=O)(=O)c2cccc(Cl)c2)ccc1C | 1 | 2 | -6 | 7 | 2 | -9 | -2 | 13 | 2 | 2
O=C1CN(c2ccc(Br)cc2)C(=O)N1CC(=O)N1CCCc2ccccc21 | 8 | 2 | 3 | -10 | -1 | 1 | -1 | -6 | 2 | -1

Next entries
Values in the order: SIAE primary | ARFGAP1 inh | Tn6 DDE FP | ADAM10 inh | PLCg1 inh | ASAP1 inh | PLCb3 inh | TDP2 inh | Tn7 DDE FP | ADAM17 inh
CCOC1=C/C(=C/c2c(N)n3nc(-c4ccccc4)sc3nc2=O)C=CC1=O
    -21 | 2 | 0 | -27 | -40 | -1 | -45 | 14 | -1 | -12
COc1ccc(NS(=O)(=O)c2cc(NC(=O)CC(=O)c3ccc([N+](=O)[O-])cc3)ccc2C)cc1
    -2 | 6 | -3 | 2 | 2 | 12 | 0 | 0 | -3 | 5
COC(=O)c1ccc(NC(=O)CSc2n[nH]c(-c3ccncc3)n2)cc1
    1 | 7 | -2 | -5 | -12 | 14 | -18 | 13 | 2 | -5
COc1ccc(/C=N\NC(=O)c2ccccc2Br)cc1COc1ccccc1
    2 | 0 | -3 | 2 | -1 | 3 | -3 | 0 | 7 | 2
CN(CC(=O)Nc1cccc(F)c1)C(=O)CCCc1cccs1
    3 | 2 | -4 | 11 | 13* | -9 | 10 | -14 | -2 | 7
COc1ccc(OC)c(C2C(C(C)=O)=C(O)C(=O)N2CCN2CCOCC2)c1 (stereo not drawn)
    7 | 0 | 11 | -11 | -5 | -11 | -6 | -6 | 4 | -1
COc1ccc(OCc2nnc(SCC(=O)N(C)Cc3ccccc3)n2N)cc1
    -2 | 11 | -5 | 0 | 1 | 5 | -6 | -1 | 2 | -3
Cc1nc(Nc2nc(-c3ccccc3)cc(=O)[nH]2)nc2ccccc12
    -16 | 0 | 1 | -13 | 2 | 4 | 8 | -4 | 2 | -4
CCOc1ccc(N2CC(C(=O)Nc3ncccc3C)CC2=O)cc1 (stereo not drawn)
    2 | 15 | -2 | -12 | 2 | 0 | 3 | 5 | -2 | -3
C=CCc1ccccc1OCC(CN1CCCCC1)OC(C)=O (stereo not drawn)
    1 | 6 | 3 | -17 | -2 | 11 | -1 | 4 | -2 | -12
Cc1coc2c1c(C)cc1oc(=O)c(CC(=O)NCCCCCC(=O)O)c(C)c12
    -4 | -2 | -1 | i | i | -1 | i | 7 | -2 | -355

Screens from PubChem.
